Bioassay records as filed in PubChem.
LDHA block: LDHA (human) enzyme inhibition. activity change, % (values are at about 110 or 230 µM). purified LDHA, NADH/diaphorase-resazurin fluorescence; stronger effect = lower value. P00338. 480,000 tested, 0.15% active; in the data active = activity change below about -30%; inconclusive = mostly about -25% to -30%;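 also: plate controls were DMSO wells for no effect and wells without enzyme for full effect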
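Human LDH5 (2 nM) was incubated with 0.06 mM NADH and 0.2 mM pyruvate for 5 min at room temperature in Tris pH 7.4. Remaining NADH was coupled through diaphorase/resazurin, and resorufin fluorescence was read at 0 and 20 min.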
POLK inh: blocks human DNA polymerase kappa activity. 400,000 tested, 0.53% active. Potency, µM (titrated, usually from 107 µM), for the others: at the top dose activity, negative = inhibition, actives largely listed as inhibitors. AID 588579. purified Pol kappa, fluorescent DNA synthesis assay, 10 min; also: potency is read from the fitted curve at half-maximal effect; % is scaled to controls: 0 for no effect and ±100 for the full control effect
Target sequence (Q9UBT6 whole entry, looked up): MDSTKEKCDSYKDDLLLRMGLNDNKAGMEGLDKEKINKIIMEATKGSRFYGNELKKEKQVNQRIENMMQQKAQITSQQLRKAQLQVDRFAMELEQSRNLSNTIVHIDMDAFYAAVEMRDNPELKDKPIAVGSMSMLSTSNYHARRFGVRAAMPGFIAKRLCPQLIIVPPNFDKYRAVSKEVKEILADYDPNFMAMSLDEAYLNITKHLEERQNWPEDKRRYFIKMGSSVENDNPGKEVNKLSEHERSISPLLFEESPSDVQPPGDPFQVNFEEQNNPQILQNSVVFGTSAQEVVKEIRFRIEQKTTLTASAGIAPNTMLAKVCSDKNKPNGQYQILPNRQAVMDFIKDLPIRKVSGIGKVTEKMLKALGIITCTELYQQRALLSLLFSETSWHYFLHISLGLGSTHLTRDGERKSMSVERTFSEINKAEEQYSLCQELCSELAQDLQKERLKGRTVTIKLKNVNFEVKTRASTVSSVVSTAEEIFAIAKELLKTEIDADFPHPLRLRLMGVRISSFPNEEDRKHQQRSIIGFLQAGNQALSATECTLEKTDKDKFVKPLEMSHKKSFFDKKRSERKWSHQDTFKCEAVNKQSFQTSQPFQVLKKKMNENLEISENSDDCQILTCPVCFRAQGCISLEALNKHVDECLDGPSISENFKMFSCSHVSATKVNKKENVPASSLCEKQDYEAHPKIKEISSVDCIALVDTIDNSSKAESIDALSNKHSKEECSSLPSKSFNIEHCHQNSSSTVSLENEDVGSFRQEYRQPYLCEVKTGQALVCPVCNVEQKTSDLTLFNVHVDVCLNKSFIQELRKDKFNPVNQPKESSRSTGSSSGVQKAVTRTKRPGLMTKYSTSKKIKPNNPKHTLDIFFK
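Inhibition of 10 nM Pol kappa is measured by a fluorescent read-out at 0 and 10 min following addition of 50 nM substrate (final), with a 15-min room-temperature compound preincubation.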
ERG Ets-DNA blk: ERG Ets/DNA interaction inhibition. fluorescence polarization, His-ERG Ets domain / labelled DNA. P11308. AID 624246. Potency, µM (series often up to 76.9 µM), without a hit: top-dose FP activity, negative = inhibition, most hits filed as inhibitors. 370,000 tested, 0.028% active; active = well fitted inhibition curve with a large enough effect in the polarisation, with a control signal flat; inconclusive = small, poorly fitted or top-dose-only effect, or effect the other way, or a change in a side signal; inactive = no such curve, though single readings can be large or run the other way; the % refers to the polarisation;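 also: polarization taken with two DNA probes labelled with fluorescein and Texas red; potency is read from the fitted curve at half-maximal effect; % of control where 0% means no effect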
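His-tagged ERG Ets domain (1 uM in the protein solution; 300mM KCl, 50mM Tris-HCl, 1mM EDTA, 1mM DTT, pH 7.5) received compound, then a probe mix of 5 nM fluorescein-DNA and 100nM Texas-615-DNA. Fluorescence polarization was read for both dyes.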
Pol beta inh: inhibitors of human DNA polymerase beta; P06746; Pol beta primer extension/strand displacement, fluorescence kinetic; Potency, µM (top dose mostly 114 µM), without a hit: at the highest dose activity change, negative = inhibition, usual class: inhibitors; 340,000 tested, 1.3% active; also: potency is read from the fitted curve at half-maximal effect; % is scaled to controls: 0 for no effect and ±100 for the full control effect
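Homogeneous kinetic assay of primer extension and strand displacement by 10 nM Pol beta, preincubated 15 min at room temperature with compound before 50 nM substrate (final) was added. Read at 0 and 10 min; four-parameter Hill fit.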
12-LOX inh: inhibitors of human 12S-lipoxygenase ALOX12; P18054; Potency, µM (doses to about 108 µM), without a hit: top-dose activity change, negative = inhibition, hits mostly inhibitors; purified 12hLO, xylenol orange hydroperoxide absorbance; 580,000 tested, 1.1% active; also: potency is read from the fitted curve at half-maximal effect; % is scaled to controls: 0 for no effect and ±100 for the full control effect
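Purified human 12hLO (150 nM final) in 25 mM Hepes, 0.01% Triton X-100, pH 7.0 was preincubated 15 min at room temperature with compound. Then 40 uM arachidonic acid was added, 30 min. Hydroperoxide was read by Fe-XO absorbance ratio 573/405 nm.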
RGS4 inhibitor: blocks human RGS4-accelerated GTP hydrolysis | 390,000 tested, 0.039% active | Potency, µM (top dose mostly 114 µM), for inactives: at the top dose activity change, negative = inhibition, hits mostly inhibitors | Transcreener GDP fluorescence polarization, RGS4-accelerated GTP hydrolysis; also: potency is read from the fitted curve at half-maximal effect; % is scaled to controls: 0 for no effect and ±100 for the full control effect; nearly all actives have a fitted effect of over 75% in size; some results filed as inactive show a strong effect at the top dose
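MLSMR compounds (23 nl, pin-transferred) preincubated 10 min at room temperature with a 500nM (2x) first reagent, then RGS4 at 900nM (2x) plus Transcreener GDP mix added; fluorescence polarization (620/688 nm) read before and after 90 min at 30 °C.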
APEX1 inh: inhibitors of human APE1 endonuclease | 350,000 tested, 0.35% active | Potency, µM (titrated, usually from 65.8 µM), inactives show at the highest dose activity change, negative = inhibition, actives largely listed as inhibitors | recombinant APE1, TAMRA/BHQ-2 abasic DNA cleavage fluorescence | AID 2517;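 also: potency is read from the fitted curve at half-maximal effect; plate controls were vehicle for no effect and reference inhibitor for full effect; nearly all actives have a fitted effect of over 55% in size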
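Kinetic fluorescence read (525 ex/598 em nm, three reads 60 s apart) of AP-site incision; signal = third minus first read. Enzyme 0.75 nM, dual-labelled THF duplex 50 nM, compound preincubation 15 min RT.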
Pol eta inh: blocks human DNA polymerase eta activity; 390,000 tested, 1.2% active; Potency, µM (doses to about 114 µM), without a hit: top-dose activity change, negative = inhibition, most hits filed as inhibitors; Q9Y253; recombinant Pol eta, fluorescent DNA replication assay; AID 588591; also: potency is read from the fitted curve at half-maximal effect; % is scaled to controls: 0 for no effect and ±100 for the full control effect
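Pol eta (10 nM) was preincubated with compounds for 15 min at room temperature, after which fluorescent replication substrate (50 nM final) was added to start the reaction. Fluorescence was read kinetically at 0 and 10 min.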
Apoferritin bind: binds horse apoferritin like a general anesthetic. P02791. apoferritin/1-aminoanthracene competitive binding, fluorescence. Potency, µM (top dose mostly 77.5 µM), for the others: at the highest dose activity change, negative = displacement, most hits filed as inhibitors. 350,000 tested, 0.074% active. AID 485281; also: potency is read from the fitted curve at half-maximal effect; % is scaled to controls: 0 for no effect and ±100 for the full control effect; nearly all actives have a fitted effect of over 20% in size
Target sequence (P02791 2-175 limits assumed): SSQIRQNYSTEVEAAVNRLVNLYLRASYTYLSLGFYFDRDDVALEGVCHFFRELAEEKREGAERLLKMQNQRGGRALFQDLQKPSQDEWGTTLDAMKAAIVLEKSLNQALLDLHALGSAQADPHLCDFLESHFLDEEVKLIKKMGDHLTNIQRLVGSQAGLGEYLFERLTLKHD
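Apoferritin-based anesthetic binding model; compound displacement of fluorescent 1-AMA measured as endpoint fluorescence after 10 minutes at room temperature, scaled to free-ligand and complex controls.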
* = called active by the depositor; i = inactive; ? = inconclusive; . = not tested or not shown; & = joins results of further samples; [ ] = another dose, or the depositor's remark. Unless noted, calls follow the shape of the dose curve; as a rule, active = well fitted curve in the direction sought with a large enough effect; inconclusive = small, poorly fitted or top-dose-only effect, or another doubt; inactive = no such curve, though single readings can be large; an effect the other way counts as inactive or inconclusive.

#	SMILES	LDHA block	POLK inh	ERG Ets-DNA blk	Pol beta inh	12-LOX inh	RGS4 inhibitor	APEX1 inh	Pol eta inh	Apoferritin bind
1	Cc1cc(Cl)c(S(=O)(=O)NC2CCCC2)cc1OCC(=O)NC1CCCCC1	0	0%	-1%	21%	0%	-3%	4%	-11%	14%
2	Cc1ccc(-n2c(-c3ccc(Cl)cc3)c[n+]3c2CCC3)cc1	-2	-4%	-4%	15%	200%[activator]	-9%	-5%	-8%	-10%
3	O=S1(=O)CCC(N=Cc2ccc(-c3ccc(Cl)cc3)o2)C1 (centres undefined)	-5	-5%	-1%	2%	?	-14%	-5%	-20%	?
4	CS(=O)(=O)N1CCC(C(=O)Nc2c(F)cccc2F)CC1	4	-1%	11%	-29%	-1%	-35%	1%	-1%	-9%
5	COCCn1c(N)c(N(Cc2ccccc2)C(=O)c2oc3ccccc3c2C)c(=O)[nH]c1=O	-1	-2%	-5%	7%	11%	-22%	-3%	-16%	-7%
6	O=C(COC(=O)c1cc(S(=O)(=O)N2CCOCC2)ccc1F)c1ccc[nH]1	-12	-11%	-8%	17%	7%	24%	4%	-17%	-1%
7	O=C(CCCN1CCC(O)(c2cccc(C(F)(F)F)c2)CC1)c1ccc(F)cc1	-2	0%[60.1 µM]	5%	9%[57.1 µM]	?	35%[activator][56.9 µM]	8%&-5%	-12%	.
8	Cc1ccc(-n2c(SCC3CCCCO3)nnc2-c2ccco2)cc1 (centres undefined)	-1	-17%	-5%	-26%	-1%	-8%	-1%	-4%	0%
9	CN(C(=O)c1cc2ccccc2oc1=O)C1(C)CCS(=O)(=O)C1 (centres undefined)	-8	-11%	-1%	-12%	13%	0%	3%	-16%	1%
10	CCCNC(=O)c1ccc(COc2ccc(C(C)(C)C)cc2)o1	3	1%	-4%	-15%	-1%	-6%[56.9 µM]	23%	?	-1%
11	CCC(=O)C1CCCN(C(=O)c2ccc3nc(-c4cccc(OC)c4)oc3c2)C1 (centres undefined)	-1	-16%	13%	18%	?	-10%	4%	-9%	-20%
12	Cc1nc(N2CCCCC2)nc(N2CCCCC2)c1C=O	-2	-13%	0%	22%	-11%	?	10%	1%	-8%
13	O=[N+]([O-])c1cc(Cl)cc(/C=N/Nc2nc3ccccc3s2)c1O	1	-15%	2%	?	?	?	15%	6%	-7%
14	COc1ccc(Nc2nc(N)nc(CSC(=S)N3CCN(C)CC3)n2)cc1	0	-2%	7%	5%	-8%	-10%	4%	-22%	-6%
15	COc1ccc(OC)c(NC(=S)NN2CCOCC2)c1	-1	-14%	10%	?	0%	-1%	-1%	9%	-3%

Continued:
#	SMILES	LDHA block	POLK inh	ERG Ets-DNA blk	Pol beta inh	12-LOX inh	RGS4 inhibitor	APEX1 inh	Pol eta inh	Apoferritin bind
16	NC(=O)CSc1nnc(-c2cc(-c3cccs3)nc3ccccc23)o1	-8	3%	-1%	23%	34%[activator]	-7%	3%	12%	-13%
17	C/C=C/C(=O)N1c2ccc(C)cc2C(C)=CC1(C)C	-2	-6%	6%	21%	-4%	28%	6%	-5%	-12%
18	NC(=O)CC[C@@H]1NC(=O)[C@H](CO)NC(=O)c2cc([N+](=O)[O-])cc(I)c2NCCC[C@@H](C(N)=O)NC(=O)[C@H](Cc2ccc(O)cc2)NC1=O	-14	-12%	2%	0%	?	-7%	?	89µM*	-10%
19	CCC1CN(C(=O)N2CCC(C(=O)NCc3cc(OC)ccc3OC)CC2)c2ccccc2O1 (centres undefined)	1	-4%	2%	-9%	-12%	-2%	.	-18%	2%
20	C=CCn1c(SCC(=O)N(C)C)nc2cc(C(=O)O)ccc2c1=O	0	12%	14%	2%	-13%	-5%	-1%	-10%	-4%
21	COc1ccc(-c2cc3ccccc3n2CC(O)CNC(CO)(CO)CO)cc1 (centres undefined)	-2	-25%	-2%	-19%	0%	-9%	-2%	-22%	-17%
22	Cc1cccc(C)c1NC(=O)CCCCCNS(=O)(=O)c1ccccc1	-3	6%	-2%	23%	5%	?	0%	-18%	-4%
23	COc1cc(C2N(c3cccc(Cl)c3)C(=O)C3CCCN32)cc(OC)c1OC (centres undefined)	-12	-9%	-8%	30%	i	8%	-4%	-6%	-10%
24	CCN(c1ccc(OC)cc1)S(=O)(=O)c1csc(C(=O)N2CCCC2)c1	-3	-1%	-15%	16%	2%	-12%[56.9 µM]	29%	-17%	-13%
25	Nc1cccn2c(-c3ccc(Cl)cc3)cnc12	8	-9%	13%	-1%	?	?	-5%	-14%	-17%
26	Cc1ccc(NC2(c3nnnn3-c3c(C)cccc3C)CCCCC2)cc1	1	-1%	-10%	-24%	-1%	-16%	-4%	-9%	-16%
27	COc1ccc(OC)c(CNC(=O)C2CCCN(c3nc4ccccc4o3)C2)c1 (centres undefined)	-7	-10%	0%	74%	22%	25%	-2%	-9%	-17%
28	CCOC(=O)C1CCN(C(=O)COC(=O)c2ccc(=O)n(Cc3ccccc3)n2)CC1	-1	-12%	-1%	.	9%	21%	-3%	-6%	.
29	O=C(O)C1CCCCC1C(=O)Nc1ccc(F)cc1F (centres undefined)	-4	0%	0%	-1%	9%	4%	0%	-11%	?
30	CCc1ccc(C(=O)COC(=O)c2cnccn2)cc1	-2	1%	2%	6%	-2%	17%	3%	1%	-3%

Among those listed so far, two contain a thiophene ring, fused or not:
#	SMILES	LDHA block	POLK inh	ERG Ets-DNA blk	Pol beta inh	12-LOX inh	RGS4 inhibitor	APEX1 inh	Pol eta inh	Apoferritin bind
16	NC(=O)CSc1nnc(-c2cc(-c3cccs3)nc3ccccc23)o1	-8	3%	-1%	23%	34%[activator]	-7%	3%	12%	-13%
24	CCN(c1ccc(OC)cc1)S(=O)(=O)c1csc(C(=O)N2CCCC2)c1	-3	-1%	-15%	16%	2%	-12%[56.9 µM]	29%	-17%	-13%

The listing continues.
#	SMILES	LDHA block	POLK inh	ERG Ets-DNA blk	Pol beta inh	12-LOX inh	RGS4 inhibitor	APEX1 inh	Pol eta inh	Apoferritin bind
31	CCc1ccc(CNC(=O)c2ccc(Cn3c(=O)c4cccn4c4cccnc43)cc2)cc1	-5	-1%	2%	12%	-2%	-3%	.	-1%	-5%
32	COc1ccc(C(=O)NCC(=O)Nc2ccc(F)cc2)cc1OC	-3	-13%	2%	-10%	23%	36%	3%	-3%	-8%
33	CSCCCNC(=O)c1ccc(OC2CCN(CCc3ccccc3)CC2)cc1	0	-18%	-2%	1%	-4%	-3%	18%	-3%	-14%
34	Cc1c(Cl)c([N+](=O)[O-])nn1CCCC(=O)Nc1ccc(Cl)cc1Cl	-3	-19%	-1%	0%	-14%	3%	-2%	-6%	-15%
35	O=C(COC(=O)c1ccccc1O)Nc1cccc(S(=O)(=O)N2CCCC2)c1	-1	-8%	6%	.	190%[activator]	1%	3%	-23%	.
36	O=C(Cc1ccc([N+](=O)[O-])cc1)NCCc1ccc2c(c1)OCO2	-6	-2%	.	.	?	-26%	.	-12%	.
37	COC(=O)C1CC2=C(CCCC2=O)N(c2ccccc2)C1=O (centres undefined)	5	-9%	3%	.	7%	16%	.	-5%	.
38	Cc1c(NC(=O)CSc2nnc(N)s2)c(=O)n(-c2ccccc2)n1C	-1	-9%	.	-28%	-2%	-6%	0%	-5%	1%
39	Cc1ccc(-c2cc(C(=O)NCCc3ccccn3)c3ccccc3n2)c(C)c1	-8	-7%	1%	15%	-1%	1%	1%	-13%	-12%
40	CCOc1ccc(C(=O)Nc2cccc(C)n2)cc1	-6	-1%	-3%	15%	?	4%[11.4 µM]	2%	-16%	-9%
41	Cc1ccc(S(=O)(=O)NCCCNC(=O)OCc2ccccc2)cc1	-16	-5%	.	.	-23%	-14%	.	-19%	.
42	Cc1ccc(NC(=O)Cc2ccc(F)cc2)cc1	-5	-6%	.	0%	-12%	-10%	-6%	-4%	-16%
43	CCNc1nc(NC(C)C)nc(N(C#N)C(C)C(=O)N(C)C)n1 (centres undefined)	2	-18%	4%	12%	0%	6%	6%	5%	0%
44	O=C(CSc1nnc(-c2ccc(F)cc2)o1)NC1CCCC1	-5	-7%	-2%	-28%	-4%	14%	69%[activator]	1%	2%
45	Fc1cccc(CNCC2CCCO2)c1 (centres undefined)	-4	-14%	-9%	-2%	-20%	-2%	16%	-16%	-2%

Sorted by value in APEX1 inh (descending): four from the list above.
#	SMILES	LDHA block	POLK inh	ERG Ets-DNA blk	Pol beta inh	12-LOX inh	RGS4 inhibitor	APEX1 inh	Pol eta inh	Apoferritin bind
43	CCNc1nc(NC(C)C)nc(N(C#N)C(C)C(=O)N(C)C)n1 (centres undefined)	2	-18%	4%	12%	0%	6%	6%	5%	0%
40	CCOc1ccc(C(=O)Nc2cccc(C)n2)cc1	-6	-1%	-3%	15%	?	4%[11.4 µM]	2%	-16%	-9%
38	Cc1c(NC(=O)CSc2nnc(N)s2)c(=O)n(-c2ccccc2)n1C	-1	-9%	.	-28%	-2%	-6%	0%	-5%	1%
34	Cc1c(Cl)c([N+](=O)[O-])nn1CCCC(=O)Nc1ccc(Cl)cc1Cl	-3	-19%	-1%	0%	-14%	3%	-2%	-6%	-15%

An excerpt; rates above refer to the full screens.
